Compound activity (PubChem)
FBW7 activator – human FBW7 E3 ligase activation, primary screen | Q969H0 | AlphaScreen FBW7–phospho-cyclin E peptide binding, activator screen | normalized activity (activation), % at 26.1 µM | actives 0.13% (n = 650,000) | AID 1259310; in the data active = normalized activity above about 1.9%;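 note: purified mutant Fbw7 with reduced substrate affinity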
Target sequence (Q969H0 whole entry, looked up): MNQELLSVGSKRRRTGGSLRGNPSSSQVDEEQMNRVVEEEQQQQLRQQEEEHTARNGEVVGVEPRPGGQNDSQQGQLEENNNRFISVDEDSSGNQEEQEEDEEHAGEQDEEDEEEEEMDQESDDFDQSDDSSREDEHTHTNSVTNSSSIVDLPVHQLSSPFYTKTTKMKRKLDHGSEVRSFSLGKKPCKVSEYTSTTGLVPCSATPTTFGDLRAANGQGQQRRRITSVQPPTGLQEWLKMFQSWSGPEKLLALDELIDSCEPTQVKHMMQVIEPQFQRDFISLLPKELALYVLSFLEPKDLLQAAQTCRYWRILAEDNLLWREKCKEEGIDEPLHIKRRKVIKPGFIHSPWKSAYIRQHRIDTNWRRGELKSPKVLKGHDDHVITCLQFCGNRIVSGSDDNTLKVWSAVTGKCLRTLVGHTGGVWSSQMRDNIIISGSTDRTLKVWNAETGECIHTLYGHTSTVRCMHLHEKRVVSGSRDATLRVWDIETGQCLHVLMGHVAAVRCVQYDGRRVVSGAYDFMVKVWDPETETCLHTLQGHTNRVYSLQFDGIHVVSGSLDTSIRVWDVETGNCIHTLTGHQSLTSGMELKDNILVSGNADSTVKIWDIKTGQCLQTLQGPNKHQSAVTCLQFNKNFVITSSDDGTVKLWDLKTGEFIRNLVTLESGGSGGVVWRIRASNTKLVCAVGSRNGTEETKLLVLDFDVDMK
MITF primary – human MITF inhibition, primary screen | O75030 | AlphaScreen MITF homodimerization, bead proximity signal | inhibition, % at 2.6 µM | actives 0.91% (n = 650,000) | AID 1259374; in the data active = inhibition above about 50%;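 note: 0% = vehicle wells with protein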
GPR151 activ – human GPR151 activation | Q8TDV0 | PathHunter beta-arrestin GPR151 cells, luminescence | activation, % at 11.2 µM | actives 1% (n = 650,000) | AID 1508602; in the data active = activation above about 4.9%;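 note: 0% = median of compound wells and 100% = cells with positive control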
Target sequence (Q8TDV0 whole entry, looked up): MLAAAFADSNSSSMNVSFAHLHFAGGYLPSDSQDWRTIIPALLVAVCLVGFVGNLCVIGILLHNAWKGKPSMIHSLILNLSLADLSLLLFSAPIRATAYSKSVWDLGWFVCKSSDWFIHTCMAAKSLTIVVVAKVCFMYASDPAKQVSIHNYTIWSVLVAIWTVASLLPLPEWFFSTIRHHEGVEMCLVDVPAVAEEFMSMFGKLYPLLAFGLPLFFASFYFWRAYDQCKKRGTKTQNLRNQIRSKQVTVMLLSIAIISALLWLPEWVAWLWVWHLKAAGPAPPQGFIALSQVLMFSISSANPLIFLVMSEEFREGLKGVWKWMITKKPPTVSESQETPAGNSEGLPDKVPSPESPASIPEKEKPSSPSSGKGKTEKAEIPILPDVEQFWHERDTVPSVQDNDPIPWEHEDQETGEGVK
TEAD-YAP block – TEAD-YAP interaction inhibition. HEK-TIYL cells, TEAD-Gal4/YAP UAS-luciferase luminescence. inhibition, % at 9.12 µM. actives 1.4% (n = 640,000). AID 1259422; in the data active = inhibition above about 32%;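 note: 0% = median of test compound wells and 100% = reference inhibitor wells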
An asterisk follows results filed as active; · = no result given; & = joins results of further samples. Not a hit list. Share with any hit: about 3.4%.

SMILES | FBW7 activator | MITF primary | GPR151 activ | TEAD-YAP block
CCOc1ccc(NC(=O)C2CC(=O)N(C)C(=Nc3ccc(Cl)c(C(F)(F)F)c3)S2)cc1 (stereo unspecified) | 0.0 | 5 | 0.6 | 2
CC(C)OC(=O)c1cccc(C(=O)Nc2cnc3ccccc3c2)n1 | 0.3 | 6 | -1.3 | 4
Cc1cc(=O)[nH]c(N2CCN(C(=O)c3cc(F)cc(F)c3)CC2)n1 | -0.1 | 10 | 0.2 | -5
CC1(C)CCC(NC(=O)[C@@H](N)CCC(=O)O)CC1 | 0.0 | 4 | 2.0 | 3
CCOc1ccccc1CN1CCc2c(C(=O)NCCC(C)C)c(OC)cc(=O)n2CC1 | -0.3 | -22 | -1.2 | -1
CC(Nc1cc(N2CCN(C(=O)c3cccs3)CC2)ccc1[N+](=O)[O-])C12CC3CC(CC(C3)C1)C2 (stereo unspecified) | 0.1 | 6 | 0.1 | 8
CC1=C(C(=O)Nc2ccccc2)C(c2cccc([N+](=O)[O-])c2)n2c(nc3ccccc32)N1 (stereo unspecified) | 0.0 | 7 | 1.3 | 3
O=C(COc1ccc(Cl)cc1)N1CC(c2ccccc2)CC1=O (stereo unspecified) | 0.3 | -9 | 2.6 | 8
C=CCOc1ccccc1/C=N/NS(=O)(=O)c1ccc(Cl)cc1 | -0.1 | -11 | -0.7 | -1
O=C(NC1CCN(Cc2ccccc2)CC1)c1cccc(Nc2cnccn2)n1 | -0.2 | 6 | -0.9 | -5
Cc1ccc(-c2nc(Cn3c(=O)n(C(C)C)c(=O)c4ccccc43)c(C)o2)cc1 | 0.0 | 3 | 0.8 | -3
O=C(Nc1ccc(Cl)cc1C(F)(F)F)c1cc(S(=O)(=O)N2CCN(c3ccccc3)CC2)ccc1F | -0.1 | -2 | 0.5 | 14
Cn1cc(CNC2CCN(c3cccc(NC(=O)c4cccnc4)c3)CC2)cn1 | 0.2 | 21 | -1.7 | -1
COc1ccc(-c2nc(CNS(=O)(=O)c3ccc(C)cc3)cs2)cc1 | -0.1 | -6 | -0.8 | 0
O=C(Cn1cnc2ccccc2c1=O)NCC(=O)Nc1cnc2ccccc2c1 | 0.0 | 8 | 1.3 | 1
COc1ccccc1NC(=O)Cn1cnc2sc(C(=O)Nc3cc(C)on3)c(C)c2c1=O | 0.1 | 0 | -0.3 | 5
COc1ccc(CCN(C)C2CCCN(S(=O)(=O)c3c(C)n[nH]c3C)C2)cc1OC (stereo unspecified) | 0.5 | 15 | 0.8 | 2
O=C(Nc1cc(Cl)cc(Cl)c1)C1(c2cccs2)CCOCC1 | 0.0 | -2 | 1.9 | 0
Cc1cccc(/C=N/NC(=O)CN2CCSCC2)c1 | 0.0 | 26 | 0.3 | -16
CCN(CC1Cc2ccccc2O1)C(=S)Nc1ccc(Br)cc1 (stereo unspecified) | 0.0 | -3 | -0.2 | 1
O=C1c2ccccc2C(=O)N1CCc1nn[nH]n1 | 0.2 | 20 | -0.9 | 0
COc1ccc(C(=O)NCc2nc(-c3cccnc3)n[nH]2)cc1 | 0.3 | -2 | 0.7 | 1
COc1ccc(-c2n[nH]c(C)c2-c2cc(OC)ccc2O)cc1 | -0.3 | 0 | -0.5 | -11
O=C(NC1(C(F)(F)F)NC(=O)N(c2ccccc2F)C1=O)c1ccncc1 (stereo unspecified) | 0.1 | 6 | -0.8 | -2
O=C(Nc1ccncc1)C1CCN(C(=O)[C@H](O)COc2ccc(Br)cc2)CC1 | 0.3 | 16 | 0.7 | 1
S=C(NC1CCCCC1)N1CCN(Cc2ccc3c(c2)OCO3)CC1 | -0.2 | -1 | 0.7 | 0
NC(=O)c1c(NC(=O)Cc2ccccc2)sc2c1CCC2 | 0.2 | 17 | -1.6 | -2
O=C(Cn1nc(-c2ccoc2)oc1=O)N1CCCc2ccccc21 | 0.1 | 12 | -0.8 | -8
O=C1c2ccccc2C(=O)c2cc(S(=O)(=O)NNC(=O)C3CC3c3ccccc3)ccc21 (stereo unspecified) | 0.7 | 12 | -1.0 | 10
O=C(Nc1cccc(Cl)c1)OCN1C(=O)c2ccccc2C1=O | -0.1 | 0 | -0.6 | 6
Cn1c(=O)n(Cc2ccccc2Cl)c(=O)c2c1nc1n2CC(O)CN1c1ccccc1 (stereo unspecified) | 0.1 | 13 | 0.6 | -3
COC(=O)C1=C(C)NC2=C(C(=O)c3ccccc32)C1c1ccc(Br)o1 (stereo unspecified) | -0.4&-0.1 | 6&12 | 1.8&-0.8 | 0&2
O=C(O)Cc1ccc(NC(=O)C(c2ccccc2)c2ccccc2)cc1 | -0.1 | -3 | -1.0 | 4
CCc1ccc(C2C(C#N)=C(N)Oc3n[nH]c(C)c32)s1 (stereo unspecified) | 0.2 | 9 | 0.4 | -9
Cc1ccccc1OCC(=O)Nc1cc(-c2nc3cc(C(C)C)ccc3o2)ccc1Cl | -0.1 | 7 | 2.0 | 4
C/C(=N\NC(=O)CSCc1cccc(Br)c1)C(C)(C)C | 0.0 | -1 | 0.8 | 0
CC(=O)Nc1ccc(NC(=O)C(C)n2c(C)c3cnn(-c4ccccc4)c(=O)c3c2C)cc1 (stereo unspecified) | -0.2 | -6 | -1.3 | -9
c1csc(-c2cc(NCCN3CCOCC3)ncn2)c1 | 0.1 | 2 | 1.7 | -1
CCCCn1cnc2c1c(=O)[nH]c(=O)n2CC(C)C | -0.1 | -2 | 0.9 | 5
CCN1CC(CNC2CCN(c3cccc(NC(=O)C4CC4)c3)CC2)CC1=O (stereo unspecified) | 0.0 | -11 | 0.0 | -1

The final 4 entries of the section before open the next one.
SMILES | FBW7 activator | MITF primary | GPR151 activ | TEAD-YAP block
CC(=O)Nc1ccc(NC(=O)C(C)n2c(C)c3cnn(-c4ccccc4)c(=O)c3c2C)cc1 (stereo unspecified) | -0.2 | -6 | -1.3 | -9
c1csc(-c2cc(NCCN3CCOCC3)ncn2)c1 | 0.1 | 2 | 1.7 | -1
CCCCn1cnc2c1c(=O)[nH]c(=O)n2CC(C)C | -0.1 | -2 | 0.9 | 5
CCN1CC(CNC2CCN(c3cccc(NC(=O)C4CC4)c3)CC2)CC1=O (stereo unspecified) | 0.0 | -11 | 0.0 | -1
O=C(CC(NCc1cccnc1)C(=O)O)Nc1ccc(Cl)cc1Cl (stereo unspecified) | 0.2 | 13 | 0.1 | -2
CCCC1CC(C)(c2csc(NNC(=O)c3ccccc3)n2)OC1=O (stereo unspecified) | -0.2 | -7 | 1.4 | -4
COc1ccc(OC(C)C(=O)NCc2nc(-c3ccc(Cl)cc3)no2)cc1 (stereo unspecified) | 0.7 | 6 | -1.7 | 25
NS(=O)(=O)c1ccc(N=Cc2cccc(O)c2)cc1 | 0.0 | 0 | 2.2 | 4
CC(C)c1cc2c(c(O)c1O)C13CCCC(C)(C)C1CC2OC3=O (stereo unspecified) | · | -3 | -2.0 | ·
COc1ccc(C(=O)N(CN2CCCC2=O)c2nccs2)cc1OC | 0.5 | 17 | -0.3 | 21
O=C1CCCCC1C(O)c1ccccc1 (stereo unspecified) | -0.1 | -4 | 1.0 | 8
Cc1cc([N+](=O)[O-])nn1CC(=O)Nc1cc(Cl)ccc1O | 0.1 | 2 | 1.5 | 22
COCCOC(=O)C1=C(C)NC2=C(C(=O)CC(C)(C)C2)C1c1cc(Cl)c(O)c(OC)c1 (stereo unspecified) | 0.3 | 3 | -0.5 | 12
CC(C)CC(NC(=O)OC(C)(C)C)C(=O)NC(COCc1ccccc1)C(=O)NC(C)C(=O)OCc1ccccc1 (stereo unspecified) | 0.0 | -7 | 1.5 | 3
CCC1CCCCN1S(=O)(=O)c1ccc(F)c(C(=O)Nc2cc(C)cc(C)c2)c1 (stereo unspecified) | 0.2 | 7 | -0.1 | -5
COC(=O)C(NS(C)(=O)=O)(c1c[nH]c2ccccc12)C(F)(F)F (stereo unspecified) | -0.1 | 4 | 1.3 | 5
CCS(=O)(=O)N1CCN=C1SCc1c(F)cccc1Cl | 0.0 | 10 | -0.7 | 4
COc1ccc(Nc2cc(N3CCC4(CC3)OCCO4)c3noc4c3c2C(=O)c2ccccc2-4)cc1 | 0.0 | 6 | 0.3 | -6
CN1C(=O)c2ccc(NC(=O)C3CC3)cc2C1=O | 0.1 | 5 | -1.0 | 3
CC(c1ccccc1)N1CNc2c(c(=O)n(C)c(=O)n2C)C1 (stereo unspecified) | 0.8 | 9 | -1.6 | 8
c1cn(-c2ccc(Nc3nccc(Nc4ccc(N5CCOCC5)cc4)n3)cc2)cn1 | -0.2 | 21 | 3.9 | 50*
O=C(Nc1ccccc1Br)c1cc(S(=O)(=O)NC(c2ccccc2)c2ccccc2)ccc1F | -0.1 | 1 | -0.7 | 5
CC(C)n1cnc2c(NCc3cccnc3)nc(Nc3ccc(C(F)(F)F)cc3)nc21 | 0.1 | -19 | 1.1 | -12
C=CCn1c(=O)c2ccccc2n2c(SCc3cc(=O)n4ccsc4n3)nnc12 | 0.1 | 12 | -1.9 | -9
COc1cc(/C=N/N=C2\NC(=O)CS2)cc(OC)c1O | 0.0 | 19 | -0.2 | -13
COc1ccc2c(c1)CC(=O)NC21CCN(CCOc2ccc(F)cc2)CC1 | -0.2 | -13 | -0.5 | 1
O=C(NCCn1ccc2ccccc21)c1cc([N+](=O)[O-])ccc1Cl | -0.2 | 11 | 0.0 | 33*
COCCNC(=O)c1cn(C[C@@H]2CCCN(C(=O)c3cc(-c4ccccc4)no3)C2)nn1 | 0.5 | -2 | -1.3 | 10
Cc1noc(C)c1S(=O)(=O)Nc1c(C)n(C)n(-c2ccccc2)c1=O | -0.1 | -2 | -0.1 | 0
COc1cc(Nc2nc3c(NCCN4CCOCC4)ncnc3n2C(C)C)cc(OC)c1OC | -0.1 | 4 | -1.1 | -15
NNC(=O)/C(=C/c1ccc2c(c1)OCO2)NC(=O)c1ccc(Br)cc1 | -0.2 | -6 | -1.6 | 0
CC(=O)c1cc(CN2CCN(CCCc3ccccc3)C(CCO)C2)cs1 (stereo unspecified) | 0.0 | 0 | -0.6 | 12
O=C(NCCN1CCOCC1)c1nn2c(c1Cl)NC(c1ccco1)CC2C(F)(F)F (stereo unspecified) | 0.0 | 2 | 5.7* | -1
O=C(CN1C(=O)[C@H]2CCCN2C(=O)c2ccccc21)NCc1ccccc1F | -0.1 | 1 | 0.0 | 2
COc1ccc(COC(=O)C2=C(C)NC3=C(C(=O)CCC3)C2c2cccs2)cc1 (stereo unspecified) | 0.2 | -6 | -1.2 | 0
Cc1cccc(OCc2nnc(SCCN3CCOCC3)n2Cc2ccco2)c1 | -0.1 | -5 | -0.1 | 1
CC(C)(C)c1ccc(CN(Cc2ccccc2)C(=S)Nc2ccc(Br)cc2)cc1 | -0.1 | -5 | -0.1 | 0
Nn1c(O)c(C2=c3cc(F)ccc3=NC2=O)sc1=S | -0.4 | 3 | 6.0* | 8
CC(=O)N1CCc2c(sc(NC(=O)c3cccs3)c2-c2nc3ccccc3s2)C1 | 0.1 | -19 | 0.8 | -3
CCOC(=O)c1ccc(S(=O)(=O)NCCNc2nc3c(C)cccc3cc2C#N)cc1 | 0.2 | 24 | -1.0 | -5
COc1ccc(C(=O)Cn2c(N(CCO)CCO)nc3c2c(=O)n(C)c(=O)n3C)cc1 | 0.1 | 1 | 1.8 | -7
CCOC(=O)c1c(C)oc2nc(CN3c4cccc5cccc(c45)S3(=O)=O)nc(N)c12 | 0.4 | 17 | 0.4 | 5
O=C(CCc1ccccc1)NC(=S)Nc1cccc(C(=O)O)c1 | 0.1 | 1 | 1.2 | -36
O=C(CCC1CCCC1)Nc1ccc([N+](=O)[O-])cc1 | 0.0 | -10 | -0.9 | -23

One compound at a time (already shown). Values in the order: FBW7 activator	MITF primary	GPR151 activ	TEAD-YAP block
COc1ccccc1NC(=O)Cn1cnc2sc(C(=O)Nc3cc(C)on3)c(C)c2c1=O reads 0.1	0	-0.3	5
O=C1c2ccccc2C(=O)c2cc(S(=O)(=O)NNC(=O)C3CC3c3ccccc3)ccc21 (stereo unspecified) reads 0.7	12	-1.0	10

The results go on:
SMILES | FBW7 activator | MITF primary | GPR151 activ | TEAD-YAP block
O=C1c2ccccc2C(=O)N1OS(=O)(=O)c1ccc(Cl)c(Cl)c1 | -0.1 | -1 | -0.2 | -3
CC1CCCCN1C(=O)C12CC3CC(CC(C3)C1)C2 (stereo unspecified) | 0.0 | 8 | 1.4 | 6
COc1ccc(NCc2nc(-c3ccc(C)cc3)no2)cc1OC | 0.3 | -3 | -0.4 | 18
COc1ccc(NC2=C(Cl)C(=O)N(Cc3ccccc3)C2=O)c(OC)c1 | -0.1 | 13 | 0.4 | 11
O=C(CCCC(=O)Nc1ccc(Br)cc1)N/N=C/c1ccc(Cl)cc1 | 0.0 | 0 | 0.8 | 8
CC1=C(C(=O)OC(C)(C)C)C(c2ccc(Cl)cc2)C(C#N)=C(SCC(=O)Nc2cccc(Cl)c2)N1 (stereo unspecified) | -0.1 | -4 | -0.7 | -11
COc1cc(Nc2nc(N)c3[nH]cnc3n2)cc(OC)c1OC | -0.1 | 0 | 2.2 | -11

Just MITF primary, GPR151 activ and TEAD-YAP block, for four of the compounds above:
Compound,MITF primary,GPR151 activ,TEAD-YAP block
CC(=O)Nc1ccc(NC(=O)C(C)n2c(C)c3cnn(-c4ccccc4)c(=O)c3c2C)cc1 (stereo unspecified),-6,-1.3,-9
c1csc(-c2cc(NCCN3CCOCC3)ncn2)c1,2,1.7,-1
CCCCn1cnc2c1c(=O)[nH]c(=O)n2CC(C)C,-2,0.9,5
CCN1CC(CNC2CCN(c3cccc(NC(=O)C4CC4)c3)CC2)CC1=O (stereo unspecified),-11,0.0,-1

Taken from above.
Value of COc1cc(Nc2nc(N)c3[nH]cnc3n2)cc(OC)c1OC in FBW7 activator: -0.1
Value of COc1ccc(NCc2nc(-c3ccc(C)cc3)no2)cc1OC in MITF primary: -3
